Source: PubChem
Vif-APOBEC3G blk = qHTS for Inhibitors of Vif-A3G Interactions: qHTS. DNA dC->dU-editing enzyme APOBEC-3G (Homo sapiens), Q9HC16. HeLa A3G-eYFP + Vif (tagged APOBEC3G with the HIV-1 protein that degrades it), YFP fluorescence, overnight. Potency, µM (titrated, usually from 46.1 µM), for the others: at the highest dose activity, negative = active, actives largely listed as inhibitors. actives 0.076% (n = 410,000). AID 602310, 2012;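 note: potency is the fitted concentration of half-maximal effect; % is set by controls: 0 for no effect and ±100 for the full control effect; nearly all actives have a fitted effect of over 60% in size; hits raise eYFP signal because A3G escapes Vif-driven loss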
Target sequence (Q9HC16 whole entry, looked up): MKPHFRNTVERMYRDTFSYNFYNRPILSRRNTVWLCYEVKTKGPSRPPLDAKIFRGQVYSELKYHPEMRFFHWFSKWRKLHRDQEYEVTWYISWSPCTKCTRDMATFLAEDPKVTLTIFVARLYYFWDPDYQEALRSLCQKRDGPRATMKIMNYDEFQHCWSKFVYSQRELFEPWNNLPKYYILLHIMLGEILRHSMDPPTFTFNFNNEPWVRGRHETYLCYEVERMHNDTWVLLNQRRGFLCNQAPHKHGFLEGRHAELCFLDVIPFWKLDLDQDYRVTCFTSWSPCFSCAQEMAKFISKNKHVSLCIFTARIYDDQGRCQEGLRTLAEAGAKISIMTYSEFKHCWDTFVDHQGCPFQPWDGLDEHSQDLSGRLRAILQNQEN
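HeLa cells stably expressing Vif and C-terminally eYFP-tagged A3G, seeded overnight at 37 deg C, then exposed to compound by pintool overnight at 37 deg C. Rise in yellow fluorescence (Ex 488/Em 500-530, Acumen) marks blocked Vif-driven A3G degradation.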
D2 ag = HTS Assay for Allosteric Agonists of the Human D2 Dopamine Receptor: Primary Screen for Agonists. D(2) dopamine receptor (Homo sapiens), P14416. HEK293 T-REx D2 cells, calcium flux agonist mode. activation, % at 2 µM. actives 0.53% (n = 340,000);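 active = activation over 3 SD above normal in the single-dose calcium agonist read, cut at about 30% in these data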; note: 0% is about no effect
Target sequence (P14416 whole entry, looked up): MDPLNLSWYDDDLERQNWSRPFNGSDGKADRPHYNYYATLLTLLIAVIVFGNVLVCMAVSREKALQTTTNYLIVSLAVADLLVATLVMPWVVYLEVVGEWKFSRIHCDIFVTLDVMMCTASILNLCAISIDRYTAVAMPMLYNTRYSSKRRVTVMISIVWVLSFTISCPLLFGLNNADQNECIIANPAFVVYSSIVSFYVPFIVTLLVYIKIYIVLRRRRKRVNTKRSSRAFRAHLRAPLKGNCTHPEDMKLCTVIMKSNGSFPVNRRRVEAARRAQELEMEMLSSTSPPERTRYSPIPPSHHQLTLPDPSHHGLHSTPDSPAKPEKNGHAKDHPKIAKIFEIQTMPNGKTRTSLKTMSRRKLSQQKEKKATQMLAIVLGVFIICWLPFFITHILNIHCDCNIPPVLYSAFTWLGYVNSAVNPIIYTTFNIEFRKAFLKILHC
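In this primary screen, compounds producing a positive calcium signal within 180 s of addition to tetracycline-induced, force-coupled HEK293 Trex D2 cells are flagged; cells are dye-loaded with a no-wash calcium kit beforehand.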
Vif-APOBEC3F blk = qHTS for Inhibitors of Vif-A3F Interactions: qHTS; HeLa A3F-eYFP + Vif (tagged APOBEC3F with the HIV-1 protein that degrades it), YFP fluorescence increase; Potency, µM (series often up to 46.1 µM), for the others: at the top dose activity, negative = active; actives 0.2% (n = 390,000); AID 602313, 2012; note: potency is the fitted concentration of half-maximal effect; % of control where 0% means no effect; nearly all actives have a fitted effect of over 65% in size
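HeLa cells stably expressing Vif plus C-terminally eYFP-tagged A3F were seeded, incubated overnight at 37 deg C, dosed with compound, incubated overnight again at 37 deg C. Yellow fluorescence (Ex 488/Em 500-530) reported blocked Vif-mediated A3F-eYFP degradation.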
Glioma ERSR ind = qHTS for Inducers of the Endoplasmic Reticulum Stress Response (ERSR) in Human Glioma: qHTS; actives 0.02% (n = 420,000); Potency, µM, for the others: at the top dose activation, most hits filed as activators; U87-MG GRP78 promoter luciferase reporter, 16 h; note: potency is the fitted concentration of half-maximal effect; series mostly up to about 76 µM; % of control where 0% means no effect; nearly all actives have a fitted effect of over 35% in size
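Stably transfected U87-MG glioma cells carrying a GRP78-based luciferase sensor; 16 h compound incubation. Luminescence end-point read 10 min after Bright-Glo addition at room temperature.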
ALOX12 inh = Primary qHTS assay for inhibitors of human arachidonate 12S-lipoxygenase (ALOX12): Round 2 | Polyunsaturated fatty acid lipoxygenase ALOX12 (Homo sapiens), P18054 | purified 12hLO, xylenol orange hydroperoxide absorbance | Potency, µM (top dose mostly 108 µM), without a hit: at the highest dose activity change, negative = inhibition, most hits filed as inhibitors | actives 1.1% (n = 580,000); note: potency is the fitted concentration of half-maximal effect; % is set by controls: 0 for no effect and ±100 for the full control effect
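Purified human 12hLO at 150 nM in 25 mM Hepes, 0.01% Triton X-100, pH 7.0, preincubated 15 min at room temperature with compound. Reaction started with 40 uM arachidonic acid, 30 min at room temperature. Hydroperoxide measured by Fe-xylenol orange, 573/405 nm absorbance ratio.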
ERG Ets-DNA blk = qHTS for Small Molecule Inhibitors of the ERG Ets/DNA interaction. actives 0.028% (n = 370,000). Potency, µM (doses to about 76.9 µM), without a hit: at the top dose FP activity, negative = inhibition, usual class: inhibitors. fluorescence polarization, His-ERG Ets domain / labelled DNA. Transcriptional regulator ERG (Homo sapiens), P11308. AID 624246, 2012; active = well fitted inhibition curve with a large enough effect in the polarisation, with a control signal flat; inconclusive = small, poorly fitted or top-dose-only effect, or effect the other way, or a change in a side signal; inactive = no such curve, though single readings can be large or run the other way; the % refers to the polarisation;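 note: polarization taken with two DNA probes labelled with fluorescein and Texas red; potency is the fitted concentration of half-maximal effect; % of control where 0% means no effect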
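His-tagged ERG Ets domain (1 uM in the protein solution; 300mM KCl, 50mM Tris-HCl, 1mM EDTA, 1mM DTT, pH 7.5) received compound, then a probe mix of 5 nM fluorescein-DNA and 100nM Texas-615-DNA. Fluorescence polarization was read for both dyes.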
RGS4 inh = Inhibitors of Regulator of G Protein Signaling (RGS) 4: qHTS. Regulator of G-protein signaling 4 (Homo sapiens), P49798. Potency, µM (series often up to 114 µM), for the others: at the top dose activity change, negative = inhibition, usual class: inhibitors. Transcreener GDP fluorescence polarization, RGS4-accelerated GTP hydrolysis. actives 0.039% (n = 390,000); note: potency is the fitted concentration of half-maximal effect; % is set by controls: 0 for no effect and ±100 for the full control effect; nearly all actives have a fitted effect of over 75% in size; some results filed as inactive show a strong effect at the top dose
Target sequence (P49798 whole entry, looked up): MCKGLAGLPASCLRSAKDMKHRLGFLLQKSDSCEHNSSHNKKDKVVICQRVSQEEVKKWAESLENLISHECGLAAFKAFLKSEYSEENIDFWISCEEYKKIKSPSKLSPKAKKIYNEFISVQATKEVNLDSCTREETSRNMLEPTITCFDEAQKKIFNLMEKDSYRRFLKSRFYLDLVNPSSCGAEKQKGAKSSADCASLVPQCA
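MLSMR compounds (23 nl, pin-transferred) preincubated 10 min at room temperature with a 500nM (2x) first reagent, then RGS4 at 900nM (2x) plus Transcreener GDP mix added; fluorescence polarization (620/688 nm) read before and after 90 min at 30 °C.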
D2 antag = HTS Assay for Allosteric Antagonists of the Human D2 Dopamine Receptor: Primary Screen for Antagonists. D(2) dopamine receptor (Homo sapiens), P14416. HEK293 TREx D2 cells, calcium flux, dopamine EC80. inhibition, % at 10 µM. actives 2% (n = 340,000). AID 485344, 2010; in the data active = inhibition above about 30%; note: 0% is about no effect
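Calcium mobilization kinetics were recorded at 1 s intervals in tetracycline-induced HEK293 T-REx D2 cells, first for 180 s after compound addition and then 180 s after EC80 dopamine.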
LDHA block = qHTS assay for inhibitors of human lactate dehydrogenase; L-lactate dehydrogenase A chain (Homo sapiens), P00338; purified LDHA, NADH/diaphorase-resazurin fluorescence; active compounds read low; activity change, % (values are at about 110 or 230 µM); actives 0.15% (n = 480,000); AID 1347041, 2019; in the data active = activity change below about -30%; inconclusive = mostly about -25% to -30%;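 note: plate controls were DMSO wells for no effect and wells without enzyme for full effect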
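Human LDH5 (2 nM) was incubated with 0.06 mM NADH and 0.2 mM pyruvate for 5 min at room temperature in Tris pH 7.4. Remaining NADH was coupled through diaphorase/resazurin, and resorufin fluorescence was read at 0 and 20 min.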
Numbers without * were called inactive; ? = inconclusive; · = no result given; [ ] = dose if it differs, or a comment. Unless noted, calls come from the whole dose curve; as a rule, active = well fitted curve in the direction sought with a large enough effect; inconclusive = small, poorly fitted or top-dose-only effect, or another doubt; inactive = no such curve, though single readings can be large; an effect the other way counts as inactive or inconclusive. Some of the compounds tested. The share of hits here may be higher or lower than overall.

SMILES | Vif-APOBEC3G blk | D2 ag | Vif-APOBEC3F blk | Glioma ERSR ind | ALOX12 inh | ERG Ets-DNA blk | RGS4 inh | D2 antag | LDHA block
Cc1nn(C)cc1S(=O)(=O)Nc1ccccc1Br | -2% | 2.6 | 1% | -5% | -1% | 23% | -22% | -3 | -8
CCOc1ncccc1C(=O)Nc1ccc2c(C)cc(=O)oc2c1 | -2% | 0.7 | -2% | -1% | -18% | 1% | 30% | 7 | -6
COc1ccc(CCNC(=O)C(Sc2ccccn2)c2ccccc2)cc1OC (configuration not stated) | 0% | 1.2 | 2% | -2% | 0% | 17% | 22% | -3 | -6
CN1C(=O)NC(c2ccccc2)(C(F)(F)F)S/C1=C(/C#N)c1nnc(N2CCOCC2)n1-c1ccccc1 (configuration not stated) | -4% | 0.0 | -5% | -6% | -4% | -17% | -31% | 11 | -1
CC(C)Cn1c(SCC(=O)N2CC(=O)Nc3ccccc32)nc2ccccc21 | -4% | -1.4 | 6% | -3% | -3% | · | 8% | -17 | -13
Cc1nn(-c2ccccc2)c(C)c1/C=N/NC(=O)CSc1nnc(SCc2ccc(Cl)cc2)s1 | 6% | 0.2 | -4% | 2% | -1% | -2% | -11% | -10 | -1
Cc1ccc(NC(=S)NNC(=O)CCn2cc(C)cn2)cc1 | -1% | 0.4 | 1% | -4% | 28% | 2% | -17% | -16 | -5
COc1cccc(-n2ccnc2SCC(=O)Nc2cc(C)on2)c1 | -1% | -1.4 | -5% | -6% | -11% | 8% | -10% | -18 | 1
COCCn1c(C)cc(C(=O)CSc2nc(C)cc(C)c2C#N)c1C | 1% | -0.4 | -9% | 0% | -21%[57.4 µM] | 9% | -45% | -2 | -1
Cc1nc(COc2ccccc2Cl)sc1-c1ccnc(N)n1 | -25% | -0.1 | 1% | -2% | 195%[activator] | -4% | 19% | -9 | 4
CN(C)S(=O)(=O)c1ccc2c(c1)nc(CCC(=O)Nc1ccc3c(c1)OCO3)n2C | 3% | -0.5 | 4% | 1% | -28% | 2% | -18% | 0 | 1
CCCCC#Cc1cncc(C(=O)N/N=C/c2cccc(OC)c2)c1 | 0% | 0.0 | -14% | -4% | · | 5% | 20% | -10 | 0
COCc1cc(Sc2ccc(Cl)cc2Cl)nc(-c2ccccc2)n1 | -3% | · | -9% | -3% | 2% | 10% | 9% | · | -5
CN(C)C(=O)c1cn(-c2ccccc2)nc1-c1cc2ccccc2o1 | 1% | 0.3 | 1% | 1% | 4% | -10% | -4% | -12 | 0
Clc1ccc(-c2cnc3n2CCC3)cc1 | -7% | 0.2 | -19% | 3% | 9% | 9% | -5% | 8 | 3
FC(F)(F)c1nc2ccccc2n2c(-c3ccc(Cl)cc3Cl)nnc12 | -2% | -1.1 | -26% | 5% | 57%[activator] | 6% | 42% | 4 | -4
CCOc1ccc(NC(=O)C2Cc3ccccc3CN2S(=O)(=O)CC)cc1 (configuration not stated) | 2% | 0.8 | -6% | 6% | -21% | 2% | 26%[56.9 µM] | -5 | 0
Oc1cccc(/C=N/Nc2nn3cnnc3c3ccccc23)c1 | 0% | 0.5 | 3% | 0% | 3% | -16% | -35% | -7 | 2
CSCCCNC(=S)Nc1ccc(N2CCOCC2)cc1N1CCOCC1 | -3% | 0.4 | -25% | 0% | -16% | -4% | 3% | -2 | 0
CC(C)C[C@H](NC(=O)c1nc[nH]c1C(=O)NC1CCN(C(=O)OC(C)(C)C)CC1)C(=O)OC(C)(C)C | -14% | 0.3 | 6% | -1% | -15% | -15% | -16% | -4 | 6
OCc1nc2ccccc2n1CCc1ccccc1 | 1% | 2.0 | 0% | 0% | -15% | -9% | 5% | 0 | -8
COCCN(C(=O)CNC(=O)c1cccs1)C(C(=O)NC1CCCC1)c1cccs1 (configuration not stated) | 0% | 0.2 | 0% | -6% | 0% | 4% | -3% | -20 | -5
CC12CCC(C/C1=N\OC(=O)c1ccc(F)cc1)C2(C)C (configuration not stated) | 0% | -0.9 | · | -4% | -27% | 0% | 0% | -5 | -2
CCOC(=O)c1cc(C#N)c(NCc2ccccc2)nc1C | 0% | -0.1 | 0% | 1% | -3% | -1% | -7% | 16 | -9
N#Cc1cccc(NC(=O)CCn2ccnc2)c1 | 6% | -0.5 | 0% | -4% | -7% | -5% | 36% | -12 | -5

Going on with the list.
SMILES | Vif-APOBEC3G blk | D2 ag | Vif-APOBEC3F blk | Glioma ERSR ind | ALOX12 inh | ERG Ets-DNA blk | RGS4 inh | D2 antag | LDHA block
Cc1ccc(CC2C(=O)N(c3cc(Cl)ccn3)C(=O)C2C)cc1 (configuration not stated) | 0% | -1.5 | -2% | 6% | ? | 0% | -1% | 9 | -4
CCc1nc2sc(C#N)c(N)c2c2c1CCCC2 | 1% | · | -7% | -3% | 4% | · | -9% | · | -3
Cc1ccc(S(=O)(=O)N(CC(=O)NCc2cccs2)c2ccccc2)cc1 | -6% | -0.5 | -14% | -3% | ? | 7% | 12% | 15 | -5
COc1ccc(OC)c(-c2nc3c(C)n[nH]c(=O)c3[nH]2)c1 | 1% | 2.0 | 7% | -7% | -6% | 1% | -26% | -2 | 2
CCOc1cc(C2CC(=O)Nc3cc4c(cc32)OCCO4)ccc1O (configuration not stated) | -14% | 0.7 | -1% | -3% | -14% | -15% | 11% | · | -6
CCOc1ccc(CN2CCC(Cc3ccccc3)CC2)cc1 | -1% | -1.1 | 4% | -3% | ? | -6% | -5% | 30* | -13
O=C(Nc1ccc(Cl)cc1)c1nc[nH]c1C(=O)Nc1ccccc1F | 5% | · | -9% | -2% | 6% | · | · | · | -5
COc1cccc(C2c3c(-c4ccccc4O)n[nH]c3C(=O)N2CCc2ccc(OC)c(OC)c2)c1 (configuration not stated) | -3% | · | 6% | -4% | 0% | 0% | 2% | · | -12
CCN(CC(=O)Nc1ccc(NC(C)=O)cc1)C(=O)C12CC3CC(CC(Cl)(C3)C1)C2 | 0% | 1.2 | 3% | -6% | -10% | -5% | 28% | 10 | 0
Cc1nn(-c2ccccc2)c2nc(N)c(C#N)c(-c3ccc(F)cc3)c12 | -7% | -1.9 | -11% | -3% | -1% | 1% | -30% | 0 | 1
Cc1cn(C)c(CC(=O)NCc2ccccc2)c1C(=O)O | -4% | · | 5% | 0% | 4% | 12% | 14% | · | -2
COc1ccc(COC(=O)c2ccc(Br)c(S(=O)(=O)N3CCOCC3)c2)cc1F | 2% | 0.1 | 1% | -2% | -2% | -25% | -18% | 3 | -3
COc1cccc(CNC(=O)C2CCN(S(=O)(=O)c3ccc4c(c3)CC(C)N4C(=O)C3CC3)CC2)c1 (configuration not stated) | 4% | -0.1 | 2% | -2% | 0% | 1% | 4% | 15 | -7
C/C(=N\NC(=O)Cc1csc(N2CCOCC2)n1)c1ccc(Cl)c(Cl)c1 | -3% | -0.6 | 0% | -5% | 9% | -3% | 7% | 1 | -7
S=C(Nc1ccc(Nc2ccccc2)cc1)Nc1ccccn1 | 3% | -0.1 | 13% | -1% | 5.6µM* | 1% | -36% | -8 | 1
Cc1cccc(NC(=O)c2cccc(S(=O)(=O)N3CCCCC3)c2)c1 | 0% | 0.2 | ? | 4% | -4% | -13% | -15% | -8 | -4
CCOC(=O)N1CCN(Cc2nc3cc([N+](=O)[O-])ccc3n2C)CC1 | -2% | -0.3 | 5% | -1% | 0% | -1% | -10%[56.9 µM] | 17 | -5
O=C(O)C1CC=CCC1C(=O)Nc1ccccc1 (configuration not stated) | 0% | -0.1 | 3% | -2% | -12% | -2% | 18% | 7 | -7
CCn1c(SCc2cccc(Br)c2)nnc1-c1nonc1NC(C)=O | 4% | · | 2% | -3% | -24% | 5% | 4% | · | 3
COc1ccc(Cn2c(=S)[nH]c3cc(C(=O)N4CCCCC4)ccc3c2=O)cc1 | -2% | 1.5 | -4% | -3% | -11% | 4% | 16% | -4 | -4

Fetched by compound from above, 4 records:
SMILES | Vif-APOBEC3G blk | D2 ag | Vif-APOBEC3F blk | Glioma ERSR ind | ALOX12 inh | ERG Ets-DNA blk | RGS4 inh | D2 antag | LDHA block
COc1cccc(-n2ccnc2SCC(=O)Nc2cc(C)on2)c1 | -1% | -1.4 | -5% | -6% | -11% | 8% | -10% | -18 | 1
N#Cc1cccc(NC(=O)CCn2ccnc2)c1 | 6% | -0.5 | 0% | -4% | -7% | -5% | 36% | -12 | -5
COc1ccc(OC)c(-c2nc3c(C)n[nH]c(=O)c3[nH]2)c1 | 1% | 2.0 | 7% | -7% | -6% | 1% | -26% | -2 | 2
COc1ccc(COC(=O)c2ccc(Br)c(S(=O)(=O)N3CCOCC3)c2)cc1F | 2% | 0.1 | 1% | -2% | -2% | -25% | -18% | 3 | -3
